# High-throughput results as filed in PubChem.
# DT40 TDP1 no CPT: qHTS for Inhibitors of human tyrosyl-DNA phosphodiesterase 1 (TDP1): qHTS in cells in absence of CPT; AID 686978, 2013; Potency, µM (top dose mostly 46.2 µM), for the others: top-dose activity change, negative = growth inhibition, actives largely listed as inhibitors; DT40 Tdp1-/- hTDP1 cells, no CPT, ATP luminescence, 48 h; actives 15% (n = 420,000); also: nearly all actives have a fitted effect of over 55% in size
#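 Luminescent ATP content (CellTiter-Glo) served as the growth readout. Knockout chicken DT40 cells expressing human TDP1 were exposed to compounds without camptothecin for a minimum 48 hr at 37 °C.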
# TDP1 block: qHTS Assay for Inhibitors of Tyrosyl-DNA Phosphodiesterase (TDP1) | recombinant TDP1, AlphaScreen DNA substrate cleavage | Potency, µM (doses to about 130 µM), for inactives: at the highest dose activity change, negative = inhibition, actives largely listed as inhibitors | actives 0.28% (n = 350,000) | AID 485290, 2010; also: nearly all actives have a fitted effect of over 40% in size
# Target sequence (Q9NUW8 whole entry, looked up): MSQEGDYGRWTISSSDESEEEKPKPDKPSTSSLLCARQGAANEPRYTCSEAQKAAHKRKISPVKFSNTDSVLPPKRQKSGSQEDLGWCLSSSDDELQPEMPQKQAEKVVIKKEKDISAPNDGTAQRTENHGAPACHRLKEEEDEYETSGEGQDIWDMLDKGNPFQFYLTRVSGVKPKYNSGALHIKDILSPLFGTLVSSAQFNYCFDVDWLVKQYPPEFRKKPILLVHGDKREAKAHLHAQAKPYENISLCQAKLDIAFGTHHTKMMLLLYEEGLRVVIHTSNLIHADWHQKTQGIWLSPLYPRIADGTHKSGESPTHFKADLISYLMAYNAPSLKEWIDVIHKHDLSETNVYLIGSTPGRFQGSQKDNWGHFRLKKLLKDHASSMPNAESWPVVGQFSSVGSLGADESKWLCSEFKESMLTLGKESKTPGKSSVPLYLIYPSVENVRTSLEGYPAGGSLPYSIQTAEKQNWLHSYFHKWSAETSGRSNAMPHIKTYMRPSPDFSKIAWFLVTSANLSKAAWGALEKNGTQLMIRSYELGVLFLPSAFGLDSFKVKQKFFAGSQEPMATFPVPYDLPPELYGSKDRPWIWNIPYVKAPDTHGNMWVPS
#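 Recombinant E. coli-expressed Tdp1 (1 nM) preincubated with compound 15 min at RT, then 5'-biotin/3'-phosphotyrosine-FITC DNA substrate (15 nM) added for 5 min. AlphaScreen beads (10 ug/ml) added, 10 min RT; tyrosine-FITC cleavage read as signal loss.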
# N370S GC mod: qHTS Assay for Inhibitors and Activators of N370S glucocerebrosidase as a Potential Chaperone Treatment of Gaucher Disease; AID 2101, 2009; actives 0.092% (n = 330,000); N370S GC spleen homogenate, 4MU-glucoside fluorescence; Lysosomal acid glucosylceramidase (Homo sapiens), P04062; Potency, µM (titrated, usually from 59.4 µM), for inactives: at the top dose activity change, negative = inhibition, usual class: inhibitors;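 also: 0% = full enzyme activity and -100% = no enzyme basal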
# * marks the source's active call; other numbers are inactive results; ? = inconclusive; . = not tested or not shown; [ ] = another dose, or the depositor's remark. Calls follow the shape of the dose curve; as a rule, active = well fitted curve in the direction sought with a large enough effect; inconclusive = small, poorly fitted or top-dose-only effect, or another doubt; inactive = no such curve, though single readings can be large; an effect the other way counts as inactive or inconclusive. Unless noted, % is scaled to controls: 0 for no effect and ±100 for the full control effect; potency is read from the fitted curve at half-maximal effect.
SMILES	DT40 TDP1 no CPT	TDP1 block	N370S GC mod
Cc1cc(C)c2nc(NC(=O)[C@@H](NC(=O)c3cccc(S(=O)(=O)N4CCOCC4)c3)C(C)C)sc2c1	?	0.0%	-23.1%
O=C(CN1CCN(S(=O)(=O)c2ccc(F)cc2)CC1)NC1CC1	6.7%	5.1%	-7.8%
CCCC1=NN2C(=N)/C(=C\c3cc(C)n(-c4cccc(C)c4)c3C)C(=O)N=C2S1	2.1%	-2.7%	-2.2%
CCN1CCN(CC(=O)N2CCCC(C(=O)c3ccc(Oc4ccccc4)cc3)C2)CC1 (configuration not stated)	?	11.1%	?
CCCc1cc(=O)[nH]c(SCC(=O)N2CCC(C(=O)OCC)CC2)n1	-4.3%	3.5%	-7.6%
Cc1c(-n2c(SCC(=O)C(C)(C)C)nc3ccccc3c2=O)c(=O)n(-c2ccccc2)n1C	-17.4%	5.9%	11.4%
O=C(c1ccccc1)N1N=C(C(F)(F)F)CC1(O)c1ccccc1 (configuration not stated)	?	.	-0.7%
COC(=O)c1ccsc1NC(=O)CS(=O)(=O)c1ccccc1	-29.5%	.	-9.1%
Cc1cc(NC(=O)C2CCCC2)n(-c2nc3ccccc3[nH]2)n1	?	7.7%	9.3%
CC1(C)CN=C(N(C(=O)Nc2ccccc2)c2ccccc2F)S1	-8.1%	.	-0.8%

# Record cards, from the list above. Values in the order: DT40 TDP1 no CPT, TDP1 block, N370S GC mod
# Listed for `CCN1CCN(CC(=O)N2CCCC(C(=O)c3ccc(Oc4ccccc4)cc3)C2)CC1` (configuration not stated) → ?, 11.1%, ?
# Listed for `Cc1cc(C)c2nc(NC(=O)[C@@H](NC(=O)c3cccc(S(=O)(=O)N4CCOCC4)c3)C(C)C)sc2c1` → ?, 0.0%, -23.1%

# (continued)
SMILES	DT40 TDP1 no CPT	TDP1 block	N370S GC mod
O=C(CSc1nnnn1C1CCCCC1)N1CCOCC1	-10.9%	3.5%	-0.9%
O=C(CCS(=O)CCC(=O)NCc1ccccc1)NCc1ccccc1	2.4%	-3.9%	0.9%
CCc1ccc(NC(=O)C2CCN(C(=O)[C@@H]3Cc4ccccc4CN3)CC2)cc1	?	9.6%	-5.3%
CC(=O)N(C)c1ccc(N=Nc2c(C)[nH]n(-c3ccccc3)c2=O)cc1	?	.	-3.6%
COc1cc(C(=O)OC(C)C(=O)N2CCCC2)cc2c1OCCO2 (configuration not stated)	-9.8%	0.9%	.
COc1ccc(S(=O)(=O)NCC(c2ccco2)N2CCc3ccccc32)cc1 (configuration not stated)	14.6µM*	.	-3.9%
O=c1oc2ccccc2n1Cc1ccccc1Cl	?	.	1.6%
COc1ccc(Cc2nc3ccccc3n2Cc2ccccc2F)cc1	?	-2.5%	.
CCC1CO1 (configuration not stated)	.	2.5%	-3.8%
N/C(Cc1cccs1)=N\OC(=O)COc1ccc(Br)cc1Cl	8.4%	.	2.1%
Cc1ccc(Nc2nc(NCCO)nc3c2cnn3C)cc1Cl	14.6µM*	.	?
O=C(N/N=C/c1ccccc1F)C(=O)N1CCCCCC1	8.1%	-0.2%	-4.9%
CS(=O)(=O)c1ccc(-c2cn3cc(C(=O)O)ccc3n2)cc1	-5.5%	3.6%	0.7%
Cc1cccc(N(CC(=O)N2CCCCCC2)S(C)(=O)=O)c1	-13.0%	2.7%	-2.1%
CC(=O)N1CC=C2C(C#N)=C(N)C(C#N)(C#N)[C@H](c3ccoc3)[C@H]2C1	-2.5%	3.2%	-1.9%
CC1CCN(C(=S)c2ccc([N+](=O)[O-])cc2)CC1	?	2.6%	1.0%
COc1ccc(OCC(O)CN2CCN(Cc3ccc4c(c3)OCO4)CC2)cc1 (configuration not stated)	-8.5%	3.4%	-7.6%
Cc1ccsc1C(=O)NNC(=O)c1ccccc1F	-23.3%	0.2%	.
O=Cc1cccc(OCc2cccc3ccccc23)c1	2.59µM*	.	7.7%
CCN(CC)CCNC(C(=O)Nc1ccc([N+](=O)[O-])cc1Br)c1ccccc1 (configuration not stated)	?	3.5%	-7.2%
COc1ccc([C@@H](NC(=O)OC(C)(C)C)C(=O)OC(C)(C)C)cc1	?	-0.7%	.
Cc1cccc2c(=O)c(C(=O)NCc3ccc(F)cc3)c[nH]c12	-15.4%	.	?
CCN(CC)CCOC(=O)C1(C2CCCCC2)CCCCC1	?	?	-4.8%
COc1ccc(CN2CCNC(=O)C2CC(=O)N(C)CC2CCOCC2)cc1C (configuration not stated)	-4.6%	3.7%	-5.1%
O=C(O)c1ccccc1C(=O)Nc1cc(-c2ccccc2)[nH]n1	-13.4%	.	-9.9%
CCN(CCC(=O)Nc1cc(OC)cc(OC)c1)Cc1ccccc1	?	5.2%	-5.4%
Cn1c(COc2ccc3ccccc3c2)nnc1SCC(=O)O	-3.5%	1.1%	15.2%
CCn1cc([N+](=O)[O-])c(C(=O)Nc2ccc(Cn3nc(C)cc3C)cc2)n1	-7.5%	0.0%	-18.3%
CN(C)C(=O)COc1ccc2c3c(c(=O)oc2c1)CCCC3	-6.7%	.	-0.8%
O=C(NCCc1ccccc1Cl)C1CCN(c2nc3ccccc3nc2C(F)(F)F)CC1	?	-2.6%	.
COc1ccc(/C(N)=N/OC(=O)CCCc2ccccc2)cc1	-6.2%	-11.8%	5.3%
COc1ccc(CNS(=O)(=O)c2cn(C)c(=O)n(C)c2=O)cc1	6.7%	0.3%	5.7%
O=C1NCCOC(=O)[C@H](Cc2ccc(F)cc2)C/C=C\C[C@@H]1CC(=O)N(CCO)Cc1ccccc1	11.6µM*	-0.3%	.
Cc1ccc(NC(=O)c2ccc(=O)[nH]n2)cc1S(=O)(=O)Nc1ccc(SC(F)F)cc1	18.4µM*	-18.1%	.
C=CCn1c(SCC(=O)/C(C#N)=C(\C)N)nc2sc(C)c(C)c2c1=O	-16.5%	5.1%	-7.5%
COc1ccc(CC(=O)O/N=C(\N)c2ccc(Br)cc2)cc1OC	-25.6%	.	-13.0%
CCCC(=O)Nc1nnc(SCC(=O)N2C(C)CCCC2C)s1 (configuration not stated)	-10.5%	3.7%[0.0935 µM]	-2.9%
COc1ccc(NC(=O)CCC(=O)Nc2nnc(C(F)(F)F)s2)c(OC)c1	-10.3%	7.9%	4.6%
NC(=O)C1=C[C@H](c2ccc(C(F)(F)F)cc2)C[C@H](OCc2ccc(CO)cc2)O1	?	-1.3%	4.1%
Cc1ccc(-c2nc3sc4c(c3c(=O)n2N)CCCC4)cc1	?	0.0%	?
Cn1c(SCC(=O)c2ccc(O)cc2O)nnc1-c1ccccc1	-0.3%	-6.1%	-7.5%
N#Cc1nc(Cc2cccc3ccccc23)oc1NCCN1CCOCC1	-20.3%	6.8%	-14.1%
C=CCn1c(SCc2cccc(F)c2)nc2cc(C(=O)N3CCC(C(N)=O)CC3)ccc2c1=O	?	5.3%	-11.4%
CC(C)(C)OC(=O)NNC(=S)NC1CCCCC1	-19.7%	-2.6%	-15.4%
O=C1/C(=C\c2cccnc2)SC(=S)N1C1CCS(=O)(=O)C1 (configuration not stated)	18.4µM*	7.9%	-1.0%
CN(C)Cc1cc(C(C)(C)C)cc(C(C)(C)C)c1O	7.2%	0.0%	-3.9%
CCOc1ccc(S(=O)(=O)N2CCCCC2)cc1NC(=O)CN1C(=O)NC(CC)(c2ccccc2)C1=O (configuration not stated)	?	2.4%	-2.2%
O=C(NNc1ncnc2sccc12)c1ccc(Cl)cc1	9.2µM*	.	8.9%
O=c1c2ccccc2nc(/C=C/c2ccc(Br)cc2)n1CCCO	20.6µM*	.	0.9%
Cn1nnnc1SCC(=O)NNC(=O)c1ccc(Br)cc1	-2.9%	0.0%	-6.9%

# Further compounds follow.
SMILES	DT40 TDP1 no CPT	TDP1 block	N370S GC mod
C[C@H](O)Cn1cnc2c1c(=O)n(C)c(=O)n2C	.	8.7%[21 µM]	12.6%[21.6 µM]
COc1cc(CN(C)Cc2cc(=O)oc3cc(C)c(Cl)cc23)ccc1OC(F)F	?	.	6.6%
O=C(CCNS(=O)(=O)c1ccccc1F)NC1CCCCCC1	19.1%	0.3%	.
COc1ccc(S(=O)(=O)N2CCC3(CC2)CC(=O)c2ccccc2O3)cc1	-5.1%	-7.2%[0.505 µM]	-1.0%
O=C(CCCN1C(=O)C2CC=CCC2C1=O)Nc1ccccc1Cl (configuration not stated)	24.2%	0.6%	-17.5%
Cc1ccc(NC(=O)c2ccccc2NS(=O)(=O)c2ccc(Cl)s2)cc1	14.6µM*	5.6%	-9.2%
Nc1nnc(SCC(=O)NNC(=O)c2ccccc2)s1	1.9%	-6.0%	-29.4%
CCc1cc(-c2nc(N)ncc2-c2csc(C)n2)c(O)cc1OC	?	7.2%	-13.6%
CC(OC(=O)Cn1cnc2c1c(=O)n(C)c(=O)n2C)C(=O)NC1(C#N)CCCCC1 (configuration not stated)	-7.1%	0.4%	0.2%
C=CCn1c(SCCC)nc2sc3c(c2c1=O)CCc1ccccc1-3	?	-9.1%	1.6%
COC(=O)Cc1ccc(NC(=S)NCCO)cc1	-2.5%	.	-3.2%
O=c1c(-c2ccc(F)cc2)nc2cncnc2n1C1CC1	1.5%	.	-10.4%
CCOC(=O)C1C(c2ccccc2)C(C(=O)OCC)C1c1ccccc1 (configuration not stated)	0.7%	4.9%	0.2%
CNc1ncc(C(=O)C(C)(C)C)s1	-16.7%	-2.2%	-0.5%
COCCNc1nc(-c2ccccc2)nc2ccccc12	?	2.8%	7.8%
Cc1ccc(Cl)cc1NC(=O)COC(=O)CC1CCCCC1	14.4%	-13.5%	.
CCn1ccc(C(=O)Nc2ccc(S(=O)(=O)Nc3ccccc3OC)cc2)n1	?	-5.1%	13.1%
CCOc1ncccc1C(=O)Nc1cc(S(=O)(=O)N2CCOCC2)ccc1OCC(F)(F)F	?	-0.8%	.
CC(C)(C)c1cc(C(=O)Nc2ccccc2)ccn1	?	0.0%	8.8%
CN1CCN(S(=O)(=O)NC[C@H]2O[C@@H](n3cnc4c(N)ncnc43)[C@H](O)[C@@H]2O)CC1	18.6%	0.7%[56.1 µM]	.
CC(C)Oc1ccc(CN2CCC(n3nccc3NC(=O)c3cccnc3)CC2)cc1	-0.6%	2.1%	-6.3%
COCCNC(=O)c1ccccc1-c1nc(-c2ccccc2Cl)no1	-25.9%	4.8%	0.4%
CCOc1ccc(/C=C2\SC(=S)N(NS(=O)(=O)c3ccc(C)cc3)C2=O)cc1OC	-16.4%	.	-22.0%
CN(C(=O)C1CCOC1)c1nnc(-c2cccnc2)s1 (configuration not stated)	-7.5%	4.5%	-1.7%
CC(=O)c1ccc(NC(=O)c2ccc3c(Cl)c4c(nc3c2)CCCC4)cc1	18.4µM*	2.7%	1.3%
CCOC(=O)C1CCCCN1C(=O)/C(=C/c1ccc(OC)cc1)c1ccc(OC)c(OC)c1 (configuration not stated)	?	3.5%	.
Cc1ccnc(NC(=O)Nc2ccc3c(c2)OCO3)c1	16.3%	2.6%	?
Cc1cc(N=NC(=O)c2ccccc2O)c2ccccc2c1O	18.4µM*	2.6%	-1.5%
CC(C)(C)NC(=O)COC(=O)c1ccc(NC(=O)CC#N)cc1	-5.2%	3.5%	-25.9%
COC(=O)C1C(=O)C2=C(CC1C)Nc1ccccc1NC2c1cccs1 (configuration not stated)	-4.8%	0.0%	3.7%
Cc1ccccc1CSc1nnc(C)c(=O)[nH]1	-17.0%	2.2%	2.0%
COc1cc([N+](=O)[O-])ccc1NC(=O)NCc1ccccn1	20.6%	5.5%	0.6%
Cc1cccn2c(=O)c3cc(C(=O)NC4CCCCC4)n(C)c3nc12	3.26µM*	0.2%	?
CN(Cc1ccccc1)C(=O)c1[nH]cnc1C(=O)Nc1cccc(Cl)c1	?	0.9%	.
COc1cc(C(=O)O)ccc1Cl	32.3%	1.9%	-4.6%
CSc1ccc(CN2CCC(n3nccc3NC(=O)c3ccccc3C)CC2)cc1	?	5.9%	-18.5%
Cc1ccc(-n2c(C)c(C)c3c(NCCCO)ncnc32)cc1	?	.	-10.2%
O=c1oc2ccccc2c(O)c1/C=N/c1ncccn1	-10.3%	-6.2%	-7.4%
Cc1nc2cnc(Oc3ccccc3)nc2n(C2CC2)c1=O	?	.	6.8%
CC(C)(C)c1ccc(C(=O)CS(=O)(=O)c2ccccc2)cc1	16.4µM*	2.5%	11.6%

# Only part of the results is shown, so the mix of outcomes need not match the whole.
